NPSR antagonist = qHTS Assay for Antagonists of the Neuropeptide S Receptor: cAMP Signal Transduction. 220,000 compounds, 1% hits. CHO-NPSR cells, cAMP TR-FRET, antagonist mode. AID 1461, 2008. Q6W5P4. Potency, µM (doses to about 38.3 µM), inactives show top-dose activity change, negative = inhibition, most hits filed as inhibitors; note: potency is the fitted concentration of half-maximal effect; % is set by controls: 0 for no effect and ±100 for the full control effect; nearly all actives have a fitted effect of over 50% in size; many of its hits are not listed in these tables
Target sequence (Q6W5P4 whole entry, looked up): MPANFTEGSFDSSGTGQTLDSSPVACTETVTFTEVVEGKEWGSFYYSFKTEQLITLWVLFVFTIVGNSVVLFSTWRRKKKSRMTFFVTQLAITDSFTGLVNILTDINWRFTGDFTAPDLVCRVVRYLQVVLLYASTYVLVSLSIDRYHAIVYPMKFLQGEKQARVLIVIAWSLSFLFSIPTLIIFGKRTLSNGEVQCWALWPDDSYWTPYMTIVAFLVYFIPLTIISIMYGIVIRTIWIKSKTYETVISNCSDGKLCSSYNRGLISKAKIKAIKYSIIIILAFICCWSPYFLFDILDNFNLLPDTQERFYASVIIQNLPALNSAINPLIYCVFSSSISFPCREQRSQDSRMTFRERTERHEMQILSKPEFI
GLA spleen mod = qHTS Assay for Inhibitors and Activators of Human alpha-Galactosidase From Spleen Homogenate | human spleen homogenate, 4MU-alpha-Gal fluorescence, 40 min | 240,000 compounds, 0.008% hits | Potency, µM (titrated, usually from 80 µM), for inactives: at the top dose activity change, negative = inhibition, actives largely listed as inhibitors | Alpha-galactosidase A (Homo sapiens), P06280;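 note: potency is the fitted concentration of half-maximal effect; 0% = enzyme with vehicle and -100% = no enzyme basal signal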
Target sequence (P06280 32-429 limits assumed): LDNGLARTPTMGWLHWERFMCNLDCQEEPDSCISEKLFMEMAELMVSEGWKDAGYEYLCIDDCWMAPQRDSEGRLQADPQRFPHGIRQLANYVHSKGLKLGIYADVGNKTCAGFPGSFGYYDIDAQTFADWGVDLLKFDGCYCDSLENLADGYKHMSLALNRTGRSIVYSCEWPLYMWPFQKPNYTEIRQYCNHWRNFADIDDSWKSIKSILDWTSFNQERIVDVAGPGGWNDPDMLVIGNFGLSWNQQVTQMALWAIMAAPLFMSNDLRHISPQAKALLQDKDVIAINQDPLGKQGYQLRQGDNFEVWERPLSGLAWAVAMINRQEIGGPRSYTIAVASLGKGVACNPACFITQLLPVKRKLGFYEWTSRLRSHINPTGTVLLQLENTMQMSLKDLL
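Human spleen homogenate (1 ug) was the enzyme source, with 4-methylumbelliferyl-alpha-D-galactopyranoside (1 mM final) in pH 5.0 citrate buffer with 0.01% Tween-20. Compounds were titrated; after 40 min at 37C, NaOH/glycine stop, 4-MU fluorescence read; AC50 from Hill fits.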
Tau fluor counter = Counterscreen qHTS for Inhibitors of Tau Fibril Formation, Fluorescence Polarization; tau K18 P301L (four-repeat tau fragment) Alexa594 fluorescence, heparin fibrillization; Potency, µM (series often up to 57.7 µM), for inactives: at the top dose activity change, negative = decrease; 280,000 compounds, 0.93% hits; AID 1463, 2008; note: potency is the fitted concentration of half-maximal effect; % is set by controls: 0 for no effect and ±100 for the full control effect; nearly all actives have a fitted effect of over 55% in size
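Human K18 P301L tau (15 uM unlabeled plus 0.24 uM Alexa 594-labeled, final) in 100 mM sodium acetate pH 7 was mixed with compound and 20 uM heparin and incubated 6 hr at 37 C.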
TexasRed fluor = Total Fluorescence Counterscreen for Inhibitors of the Interaction of Thyroid Hormone Receptor and Steroid Receptor Coregulator 2; 280,000 compounds, 0.29% hits; TRb/SRC2 Texas Red total fluorescence interference; Potency, µM (top dose mostly 106 µM), inactives show top-dose fluorescence change, negative = quenching; active = well fitted curve in either direction with a large enough effect; inconclusive = small, poorly fitted or top-dose-only effect; note: potency is the fitted concentration of half-maximal effect; % is set by controls: 0 for no effect and ±100 for the full control effect
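Human TRβ ligand-binding domain (0.6 uM) and Texas Red SRC2 peptide (20 nM) in Tris buffer with 1 uM T3 and 5% DMSO were incubated with pinned compound for 5 hr at ambient temperature. Total fluorescence was computed as S + 2P (555/632 nm).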
TRb SRC2 PPI = qHTS for Inhibitors of the Interaction of Thyroid Hormone Receptor and Steroid Receptor Coregulator 2; Thyroid hormone receptor beta (Homo sapiens), P10828; TRbeta-SRC2 peptide binding, fluorescence polarization; receptor liganded with 1 µM T3; Potency, µM (titrated, usually from 106 µM), for the others: at the highest dose activity change, negative = inhibition, most hits filed as inhibitors; 280,000 compounds, 0.065% hits; AID 1469, 2008;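 note: potency is the fitted concentration of half-maximal effect; plate controls were bound peptide for no effect and peptide without receptor for full effect; nearly all actives have a fitted effect of over 50% in size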
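Decrease in fluorescence polarization of 20 nM Texas Red SRC2 coactivator peptide flagged inhibition of its binding to 0.6 uM TRb LBD; 1 uM T3 included, incubation 5 hr, ex 555/em 632 nm.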
Tau fibril FP = qHTS for Inhibitors of Tau Fibril Formation, Fluorescence Polarization; K18 P301L tau heparin fibrillization, Alexa594 FP, 6 h; 280,000 compounds, 0.39% hits; Potency, µM (top dose mostly 57.7 µM), inactives show top-dose activity, negative = inhibition, usual class: inhibitors; note: potency is the fitted concentration of half-maximal effect; % is set by controls: 0 for no effect and ±100 for the full control effect; nearly all actives have a fitted effect of over 55% in size
Target sequence (P10636 561-689 P618L limits assumed): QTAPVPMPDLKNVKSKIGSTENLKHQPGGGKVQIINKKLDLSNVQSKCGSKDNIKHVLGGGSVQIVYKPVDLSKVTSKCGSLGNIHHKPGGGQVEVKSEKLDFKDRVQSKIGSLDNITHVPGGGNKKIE
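FP of Alexa 594-tau after heparin (20 uM) induction. Substrate: human K18 P301L, 15 uM unlabeled, 0.24 uM labeled. Buffer 100 mM sodium acetate pH 7. 6 hr, 37 C.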
CBFb RUNX1 block = qHTS Assay for Compounds Blocking the Interaction Between CBF-beta and RUNX1 for the Treatment of Acute Myeloid Leukemia; Runt-related transcription factor 1 (Homo sapiens) + Core-binding factor subunit beta …; AlphaScreen CBFb-His/RUNX1-biotin binding, biochemical; Potency, µM (series often up to 59.8 µM), inactives show at the top dose activity, negative = inhibition, usual class: inhibitors; 230,000 tested, under 10 active; AID 1477, 2009; note: % of control where 0% means no effect
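Read-out: AlphaScreen. Format: His-CBF-beta with biotinylated RUNX1 (30 nM each) preincubated 20 min, compound 15 min, Ni-chelate plus streptavidin beads 90 min; room temperature throughout.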
Epigenetic reg = Quantitative High-Throughput Screen for Regulators of Epigenetic Control; Potency, µM (doses to about 53.9 µM), for the others: at the highest dose GFP activation, usual class: activators; murine LDR cells, GFP reporter derepression, 30 h; 280,000 compounds, 0.2% hits; note: potency is the fitted concentration of half-maximal effect; % of control where 0% means no effect; nearly all actives have a fitted effect of over 60% in size
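Reporter derepression read as number of fluorescent GFP-positive objects, 20-120 um in size, counted by laser-scanning cytometer. Mouse LDR line with an epigenetically silenced CMV-GFP locus; compound incubation 30 h, 37 C.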
Starred values were filed as active, the others as inactive; ? = inconclusive; . = no result given; [ ] = remark or other dose. Unless noted, calls come from the whole dose curve; as a rule, active = well fitted curve in the direction sought with a large enough effect; inconclusive = small, poorly fitted or top-dose-only effect, or another doubt; inactive = no such curve, though single readings can be large; an effect the other way counts as inactive or inconclusive. These rows are one share of the data (hit frequency here may not be typical).

Sequence of screens: GLA spleen mod, NPSR antagonist, TRb SRC2 PPI, Tau fluor counter, Tau fibril FP, TexasRed fluor, Epigenetic reg, CBFb RUNX1 block
> CCCN(CCC)C(=O)Cn1ccc(=N)c2ccccc21
  ?, 5%[46.1 µM], -18%, -7%, -3%, -2%, 0.0%, 6%
> Cc1n(CC(=O)c2ccc(F)cc2)c2ccccc2[n+]1C
  1%, 3%, -6%, 4%, 5%, 3%, -1.5%, 12%
> CCN(CC)CCN1C(=O)C(=O)/C(=C(/O)c2ccc(Cl)cc2)C1c1ccncc1 (stereo unspecified)
  0%, -4%[46.1 µM], 5%, 3%, 0%, 0%, 1.0%, 2%
> COc1ccc(C(=O)OCCCN(C)C)cc1OC
  1%, 15%, 1%, 7%, 4%, -2%, 0.0%, 2%
> C/C(=N\NC(=O)c1ccccc1[N+](=O)[O-])c1ccc(Br)s1
  -2%, 10%, 0%, -12%, -4%, -5%, 4.3%, 6%
> Cc1nnc(NC(=O)Oc2ccccc2)s1
  13%, -1%[46.1 µM], 6%, -6%, 4%, -5%, 0.1%, 2%
> O=C1CC(c2ccc(S(=O)(=O)N3CCN(c4ccccc4)CC3)cc2)CN1 (stereo unspecified)
  1%, 3%[46.1 µM], -14%, -3%, -1%, -2%, -0.8%, 2%
> Cc1ccc(Cn2c(C(=O)O)c(CNCCc3ccco3)c3ccc(C)cc32)cc1
  ., ., 3%, -5%, 9%, 0%, -0.9%, .
> COc1cc2nc(CN3CCN(S(=O)(=O)c4ccc(C)c(C)c4)CC3)[nH]c(=O)c2cc1OC
  -16%, -21%, -6%, -24%, 1%, 0%, 2.5%, -19%
> COc1ccccc1Nc1ccc(S(=O)(=O)N2CCCCC2)cc1[N+](=O)[O-]
  -10%, -30%, -4%, ?, ?, -6%, 2.1%, .
> O=C(COc1ccc(Cl)cc1)N1CCN(Cc2ccc3c(c2)OCO3)CC1
  8%, ., 4%, -7%, 0%, -2%, -0.5%, -7%
> COC(=O)C1CCN(CC(=O)Nc2cc(Cl)ccc2OC)CC1
  -30%, -19%, -1%, -19%, -1%, -4%, -0.1%, 3%
> C=C(C)Cn1c(CCNC(=O)C(C)C)nc2ccccc21
  4%, 4%[46.1 µM], 2%, -5%, -1%, -2%, 7.3%, 8%
> Cc1cc(C)cc(N(CC(=O)N2CCN(c3ccccc3)CC2)S(=O)(=O)c2c(C)noc2C)c1
  11%, -28%[46.1 µM], 4%, -19%, 4%, -3%, 1.7%, -1%
> Cc1ccc(C(C(=O)NC2CCCCC2)N(CCC(C)C)C(=O)CNC(=O)c2ccco2)o1 (stereo unspecified)
  -1%, -21%[46.1 µM], -1%, -9%, -6%, 0%, -4.9%, 7%

The list goes on, overlapping the part above by three compounds.
Sequence of screens: GLA spleen mod, NPSR antagonist, TRb SRC2 PPI, Tau fluor counter, Tau fibril FP, TexasRed fluor, Epigenetic reg, CBFb RUNX1 block
> C=C(C)Cn1c(CCNC(=O)C(C)C)nc2ccccc21
  4%, 4%[46.1 µM], 2%, -5%, -1%, -2%, 7.3%, 8%
> Cc1cc(C)cc(N(CC(=O)N2CCN(c3ccccc3)CC2)S(=O)(=O)c2c(C)noc2C)c1
  11%, -28%[46.1 µM], 4%, -19%, 4%, -3%, 1.7%, -1%
> Cc1ccc(C(C(=O)NC2CCCCC2)N(CCC(C)C)C(=O)CNC(=O)c2ccco2)o1 (stereo unspecified)
  -1%, -21%[46.1 µM], -1%, -9%, -6%, 0%, -4.9%, 7%
> Cc1cc(/C=N/Nc2ccc([N+](=O)[O-])cn2)c(C)n1-c1ccc(C(=O)O)cc1
  -4%, ?, 1%, ?, ?, -24%, -0.1%, ?
> Cc1ccc(-n2c(-c3cc(-c4ccco4)[nH]n3)n[nH]c2=S)c(Br)c1
  9%, -20%, 4%, -25%, -9%, 1%, 1.0%, -8%
> CCCn1c(/N=C/c2cc(OC)ccc2O)nc2ccccc21
  1%, -9%[46.1 µM], 2%, 7%, 7%, 0%, -2.7%, 3%
> CCN(CC(=O)NCc1cccs1)C(=O)c1ccc(S(=O)(=O)N(C)C)cc1
  9%, 7%, -7%, 1%, 2%, -1%, -0.1%, -2%
> O=C(CSc1nnc(Cn2c(=O)sc3ccccc32)n1CCc1ccccc1)N1CCOCC1
  3%, -18%[46.1 µM], -5%, 0%, 6%, -3%, -1.1%, -2%
> Nc1nc2ccccc2n1/N=C/c1ccc(Br)cc1
  0%, -25%[46.1 µM], 17%, -20%, -2%, -1%, -1.9%, 2%
> Cc1cc(C(=O)CSc2nnc(N)s2)c(C)n1CCc1ccc(F)cc1
  -19%, -17%[46.1 µM], -9%, -16%, -7%, 0%, -1.4%, -9%
> Cc1noc(/C=C/c2ccco2)c1S(=O)(=O)N1CCC(C(=O)Nc2ccc(F)c(Cl)c2)CC1
  ., ., 7%, ?, ?, -1%, -1.2%, .
> COc1ccc(CCC(=O)NCc2nc3cccnc3n2Cc2ccc(F)cc2)cc1
  ., ., -8%, -6%, 5%, ?, 1.4%, .
> O=C1c2cccnc2C(=O)N1Cc1ccco1
  -2%, 0%[46.1 µM], -23%, 9%, 12%, 2%, -4.4%, -16%
> COc1ccc(-n2cc(C(=O)Nc3ccccc3C#N)c3ccccc3c2=O)cc1
  ., ., 3%, -23%, -7%, 6%, 0.0%, .
> CC(C)(C)c1ccc(C(=O)N2CCC(C(=O)NCc3ccncc3)CC2)cc1
  11%, -10%[46.1 µM], -5%, -7%, -2%, 1%, -1.1%, -1%
> CCOC(=O)c1ccc(NC(=O)CC2C(=O)N(c3ccc(C)cc3)C(=O)N2C2CCCCC2)cc1 (stereo unspecified)
  ., ., 3%, -12%, -32%, -1%, 0.5%, .
> O=C(NCc1ccco1)c1ccc(Cn2c(SCc3ccccc3)nc3cccnc32)cc1
  ., ., 3%, -25%, 0%, 3%, -1.2%, .
> O=C(Nc1ccccn1)C1(c2ccccc2)CCCC1
  3%, 4%[46.1 µM], 10%, -5%, -2%, 1%, -1.0%, 2%

Quoted at random: 3 records from the list
Sequence of screens: GLA spleen mod, NPSR antagonist, TRb SRC2 PPI, Tau fluor counter, Tau fibril FP, TexasRed fluor, Epigenetic reg, CBFb RUNX1 block
> Cc1ccc(-n2c(-c3cc(-c4ccco4)[nH]n3)n[nH]c2=S)c(Br)c1
  9%, -20%, 4%, -25%, -9%, 1%, 1.0%, -8%
> C/C(=N\NC(=O)c1ccccc1[N+](=O)[O-])c1ccc(Br)s1
  -2%, 10%, 0%, -12%, -4%, -5%, 4.3%, 6%
> COc1ccc(-n2cc(C(=O)Nc3ccccc3C#N)c3ccccc3c2=O)cc1
  ., ., 3%, -23%, -7%, 6%, 0.0%, .

Next entries:
Sequence of screens: GLA spleen mod, NPSR antagonist, TRb SRC2 PPI, Tau fluor counter, Tau fibril FP, TexasRed fluor, Epigenetic reg, CBFb RUNX1 block
> CCOc1nc(C)ccc1-c1noc(C)n1
  17%, -4%[46.1 µM], -24%, 7%, -2%, 1%, -5.3%, 13%
> CC(=O)Nc1ccc(-c2csc(Nc3ccc(S(N)(=O)=O)cc3)n2)cc1
  3%, 8%, 15%, -16%, 9%, -8%, -6.8%, -2%
> CCC(=O)N1CCc2cc(S(=O)(=O)CCC(=O)Nc3cc(Cl)ccc3OC)ccc21
  ., ., -12%, ?, ?, -1%, 0.0%, .
> CC(C)(C)c1ccc(OCc2nc(-c3ccccn3)no2)c(Br)c1
  10%, ?, -6%, -22%, -11%, -2%, -1.8%, 11%
> C=C1Cn2c(nnc2-c2ccc(Cl)cc2)S1
  7%, 7%[46.1 µM], -6%, 1%, 5%, -1%, 0.0%, 2%
> Cc1noc(-c2ccccc2)c1NC(=O)Nc1ccc(Cl)cc1
  -12%, 4%, -2%, ?, -15%, -3%, 3.0%, 2%
> CC(=O)N1CCN=C1SCc1ccc(Cl)cc1
  3%, -1%[46.1 µM], -13%, 0%, -3%, -1%, -0.8%, 9%
> CN1CCN(C(=O)c2cnn3c(C(F)F)cc(C4CC4)nc23)CC1
  6%, 3%[46.1 µM], -4%, 6%, 0%, -5%, 0.0%, 11%
> CCOC(=O)C(Sc1cc(C)nc(N)n1)C(C)=O (stereo unspecified)
  -2%, ?, -10%, 2%, 1%, 2%, -1.1%, 0%
> Cc1cccc(Cn2c(=O)n(Cc3ccccc3)c(=O)c3oc4ccccc4c32)c1
  ., ., -2%, -15%, -12%, -2%, -3.6%, .
> CN(Cc1nc(-c2cccs2)no1)CC1(N2CCOCC2)CCCCC1
  6%, 3%, -2%, -13%, -4%, -3%, 0.1%, 4%
> Cn1nnnc1SCCCNCc1ccc(-c2ccc(Br)cc2)o1
  ., ., -11%, -12%, 3%, -39%, -3.2%, .
> COc1ccc(C(=O)NCCCCCC(=O)O)cc1OC
  7%, 4%[46.1 µM], 0%, 1%, 0%, 2%, -0.7%, 0%
> COc1ccc(C2CC(=O)Oc3cc(OC)c(OC)c(OC)c32)cc1 (stereo unspecified)
  -9%[119 µM], ., 0%, -27%[81.3 µM], -5%[81.3 µM], -1%, 5.3%, 4%[89.1 µM]
> CNc1nc(Nc2ccc(C)c(Cl)c2)nc(N)c1[N+](=O)[O-]
  -4%, 21%, 6%, ?, ?, -2%, 0.0%, ?
> CCOC(=O)c1ccc(NC2Nc3cc(C)nn3S2)cc1 (stereo unspecified)
  -1%, -33%, 2%, -3%, -7%, -3%, 0.0%, -2%
> S=c1[nH]nc(Nc2ccccc2Cl)s1
  -5%, -9%, -4%, -13%, -15%, -4%, 1.5%, 2%
